M1 antag – human M1 muscarinic receptor antagonists, primary screen, CHO-K1 cells, Fluo-8 calcium fluorescence, 1536-well | Muscarinic acetylcholine receptor M1 (Homo sapiens), P11229 | inhibition, % at 3 µM | CHO-K1 hM1, ACh EC80 antagonist | 360,000 compounds, 1.3% hits;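 active means percent inhibition above its own plate's cutoff, namely the mean of that plate's compound wells plus 3 SD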;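 further: peak over basal fluorescence ratio during 140 s after agonist addition; 0% = ACh EC80 plus DMSO and 100% = DMSO alone without agonist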
Target sequence (P11229 whole entry, looked up): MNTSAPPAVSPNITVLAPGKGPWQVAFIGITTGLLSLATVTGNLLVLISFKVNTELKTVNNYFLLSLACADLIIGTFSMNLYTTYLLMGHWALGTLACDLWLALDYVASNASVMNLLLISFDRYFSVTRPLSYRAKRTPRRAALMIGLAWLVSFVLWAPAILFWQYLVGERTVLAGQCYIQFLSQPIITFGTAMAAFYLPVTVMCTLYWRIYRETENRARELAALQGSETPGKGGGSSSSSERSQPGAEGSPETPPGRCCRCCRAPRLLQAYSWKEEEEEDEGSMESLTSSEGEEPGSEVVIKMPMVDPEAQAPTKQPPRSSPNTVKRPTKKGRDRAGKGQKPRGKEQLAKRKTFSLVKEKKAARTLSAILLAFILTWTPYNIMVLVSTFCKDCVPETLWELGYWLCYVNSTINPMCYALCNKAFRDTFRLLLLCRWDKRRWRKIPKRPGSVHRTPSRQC
M4 antag – human M4 muscarinic receptor antagonists, primary screen, CHO cells, Fluo-8 calcium fluorescence; inhibition, % at 3 µM; CHO-hM4 cells, ACh EC80; 360,000 compounds, 0.73% hits; Muscarinic acetylcholine receptor M4 (Homo sapiens), P08173;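 active means inhibition above its plate's cutoff, the mean inhibition of sample wells plus 3 SD, cut at about 27% in these data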;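 further: 0% = acetylcholine EC80 with DMSO and 100% = DMSO without agonist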
Target sequence (P08173 whole entry, looked up): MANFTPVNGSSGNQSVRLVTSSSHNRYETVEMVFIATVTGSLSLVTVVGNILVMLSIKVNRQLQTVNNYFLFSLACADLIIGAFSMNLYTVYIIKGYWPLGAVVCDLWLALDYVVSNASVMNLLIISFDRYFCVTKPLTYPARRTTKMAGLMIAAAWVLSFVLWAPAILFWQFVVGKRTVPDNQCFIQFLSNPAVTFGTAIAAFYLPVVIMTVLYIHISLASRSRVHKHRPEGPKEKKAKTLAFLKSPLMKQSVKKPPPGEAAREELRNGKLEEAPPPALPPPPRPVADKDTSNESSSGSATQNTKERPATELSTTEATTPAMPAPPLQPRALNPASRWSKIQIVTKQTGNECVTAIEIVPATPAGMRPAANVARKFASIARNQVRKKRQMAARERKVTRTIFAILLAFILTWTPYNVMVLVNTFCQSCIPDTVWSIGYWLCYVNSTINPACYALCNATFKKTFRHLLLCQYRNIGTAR
M1 ag – human M1 muscarinic receptor agonists, primary screen, Fluo-8 calcium fluorescence, CHO-K1 cells, HTS | Muscarinic acetylcholine receptor M1 (Homo sapiens), P11229 | CHO-K1 hM1, agonist mode; 0% DMSO, 100% acetylcholine EC100 | activation, % at 3 µM | 360,000 compounds, 0.33% hits;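 active means activation above the run's mean compound activation plus 3 SD, cut at about 16% in these data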;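 further: peak over basal fluorescence ratio within a 140 s kinetic read after compound addition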
TAAR1 agonist – human TAAR1 agonists, primary screen, Fluo-8 calcium fluorescence, CHO RD-HGA16 cells; vehicle wells 0%, saturating PEA agonist 100%; activation, % at 3 µM; 360,000 compounds, 0.99% hits; AID 624467, 2012;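 active means activation above the mean activation of all test compounds in the run plus 3 SD, cut at about 38% in these data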
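Benchmarks: low control DMSO, high control PEA (EC100); System: CHO RD-HGA16 cells carrying human TAAR1 plus Gα16; Detection: Fluo-8 fluorescence, 5 s baseline then 140 s kinetic read; Schedule: 17-24 h plating, Fluo-8 75 min 37 °C, 30 min RT; Read-out basis: % activation from peak over basal fluorescence ratio, DMSO-to-PEA scaled.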
M5 ag – human M5 muscarinic receptor agonists, primary screen, CHO-K1 cells, Fluo-8 calcium fluorescence. Muscarinic acetylcholine receptor M5 (Homo sapiens), P08912. CHO-K1 hM5 cells; 0% DMSO wells, 100% maximal acetylcholine response. activation, % at 3 µM. 360,000 compounds, 0.19% hits. AID 624037, 2012;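 active means activation above the run's mean over test compounds plus 3 SD, cut at about 23% in these data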;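 further: signal is peak over basal fluorescence ratio across the kinetic read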
CHRM4 agonist – human M4 muscarinic receptor agonists, primary screen, CHO-K1 cells, Fluo-8 calcium fluorescence. activation, % at 3 µM. Muscarinic acetylcholine receptor M4 (Homo sapiens), P08173. CHO-K1 hM4/Gqi5; vehicle 0%, full acetylcholine response 100%. 360,000 compounds, 0.14% hits. AID 624127, 2012;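 active means activation above the run mean over all test wells plus 3 SD, cut at about 32% in these data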;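 further: peak over basal fluorescence ratio per well then scaled between controls; 0% = DMSO wells and 100% = acetylcholine at EC100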
M5 antag – human M5 muscarinic receptor antagonists, primary screen, CHO cells, Fluo-8 calcium fluorescence | CHO-hM5 cells, ACh EC80 | 360,000 compounds, 0.59% hits | Muscarinic acetylcholine receptor M5 (Homo sapiens), P08912 | inhibition, % at 3 µM | AID 624040, 2012;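 active means inhibition above a per-plate cutoff, the mean of that plate's test compounds plus 3 SD, cut at about 27% in these data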;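 further: 0% = acetylcholine EC80 with DMSO and 100% = DMSO without agonist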
M5 PAM – human M5 muscarinic receptor positive allosteric modulators, primary screen, CHO-K1 cells, Fluo-8 calcium fluorescence. activation, % at 3 µM. 360,000 compounds, 0.3% hits. Muscarinic acetylcholine receptor M5 (Homo sapiens), P08912. CHO-K1 hM5, ACh EC20 PAM; 0% = ACh EC20, 100% = ACh EC100;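 active means activation above the run cutoff, the mean activation of all test compounds plus 3 SD, cut at about 18% in these data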
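system = human M5 receptor in CHO-K1 cells | reagent = EC20 acetylcholine as agonist stimulus | compound dosing = single-point, 3 µM nominal | incubation = Fluo-8 loading 80 min at 37 °C plus 30 min room temperature | detection = Fluo-8 calcium dye fluorescence, kinetic read | benchmarks = low control EC20 acetylcholine (0%), high control EC100 acetylcholine (100%)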
M1 PAM – human M1 muscarinic receptor positive allosteric modulators, primary screen, CHO-K1 cells, Fluo-8 calcium fluorescence, 1536-well | CHO-K1 hM1, ACh EC20; 0% = ACh EC20, 100% = maximal ACh | activation, % at 3 µM | AID 588819, 2011 | 360,000 compounds, 0.088% hits | Muscarinic acetylcholine receptor M1 (Homo sapiens), P11229; in the data active means activation above about 19%, passing the limit was not always enough
Active calls of the source: *; · = no result given. Only part of the results is shown; count on the stated rates, not on these rows.

nr | M5 antag | M1 ag | CHRM4 agonist | M1 antag | M1 PAM | M5 ag | TAAR1 agonist | M4 antag | canonical_smiles | M5 PAM
1 | 1.2 | -6.1 | 1.9 | -3.0 | 4.7 | -1.8 | 10.0 | -5.1 | O=C(/C=C/Nc1cccc([N+](=O)[O-])c1)c1cccs1 | -1.2
2 | 2.3 | -2.4 | -1.3 | 2.0 | -2.6 | -1.6 | 12.3 | 11.3 | COc1ccccc1NC(=O)c1cccc2c(Br)cccc12 | 2.3
3 | -2.3 | -9.8 | -0.2 | -20.2 | 15.0 | 0.6 | 0.9 | -3.5 | CCCCc1cc(=O)oc2cc(OCC(=O)N3C[C@H]4C[C@@H](C3)c3cccc(=O)n3C4)ccc12 | 4.4
4 | 7.9 | -6.7 | -1.4 | -2.7 | 5.2 | -5.7 | -0.1 | 12.0 | COc1ccc(C(=O)N/N=C/c2ccc(OC)c(CN3CCCc4ccccc43)c2)cc1 | -2.9
5 | 4.0 | -2.8 | 1.8 | -4.9 | 11.6 | 0.1 | 2.3 | 0.2 | COc1ccc(CNC(=O)CN(C(=O)c2csnn2)c2ccccc2F)cc1 | 1.9
6 | 1.0 | -1.3 | 1.4 | -0.4 | 5.2 | 0.8 | -0.1 | -10.6 | CCCCn1c(N)c(N(CC(C)C)C(=O)C2CCN(S(=O)(=O)c3ccc(Cl)cc3)CC2)c(=O)[nH]c1=O | 2.2
7 | 1.9 | -6.8 | 0.7 | -5.9 | 10.0 | -3.0 | 5.1 | -4.5 | CCOC(=O)C(C)Sc1nc(=O)n2cccc(C)c2n1 (stereo not drawn) | 3.1
8 | -0.5 | -3.0 | 1.2 | -9.1 | 3.9 | 1.2 | 5.6 | -4.0 | CCOC(=O)c1sc(NC(=S)NC(=O)c2ccccc2)nc1C | 4.9
9 | 2.2 | -6.2 | 1.5 | 5.2 | -2.9 | 2.7 | 3.2 | 6.9 | CCc1ccc(C(C)NC(=O)C2CCCC2)cc1 (stereo not drawn) | 7.2
10 | -1.2 | -0.1 | 1.7 | -13.1 | 5.1 | 2.9 | -0.1 | -8.1 | CCN(CC(=O)Nc1c(F)cccc1F)C(=O)c1csc2c1CCCC2 | -3.6
11 | -1.1 | -3.8 | 0.4 | -12.9 | 4.8 | -1.6 | 7.8 | -4.6 | O=C(NC1=NCCS1)C1CC(=O)N(c2ccc(F)cc2)C1 (stereo not drawn) | 1.2
12 | 5.7 | -4.4 | 0.8 | 1.1 | -2.0 | -4.0 | 9.3 | -4.5 | CC(C)CC(=O)OC(C)(C)[C@@H]1Cc2c(ccc3ccc(=O)oc23)O1 | -3.3
13 | 1.4 | -2.5 | 3.0 | 1.9 | -0.8 | 2.1 | 0.5 | 3.5 | Cn1cc([N+](=O)[O-])c(C(=O)Nc2ccc3c(c2)OCCO3)n1 | -2.9
14 | -6.6 | -13.8 | -2.0 | -5.2 | -4.4 | -7.1 | 4.2 | 4.5 | C=CCNC(=S)N(Cc1ccccc1)Cc1ccc(F)cc1 | -5.5
15 | 11.3 | -7.5 | 0.6 | -4.2 | -0.5 | -3.5 | 6.1 | 7.5 | C[C@H](CO)N1C[C@H](C)[C@@H](CN(C)S(=O)(=O)c2cn(C)cn2)Oc2ccc(NC(=O)Cc3ccccc3)cc2C1=O | 3.3
16 | -2.0 | -8.7 | 3.9 | -0.4 | 12.5 | -3.2 | 10.0 | -7.1 | COc1cc(OC)cc(C(=O)N2CCN(C(=O)c3ccc(-c4ccccc4)cc3)CC2)c1 | 2.7
17 | 10.1 | -7.4 | -0.4 | -5.5 | -2.6 | 0.3 | -1.2 | 2.2 | C=C(C)c1cccc(C(C)(C)NC(=O)Nc2ccc(C)cn2)c1 | -9.6
18 | 9.7 | -8.2 | -0.3 | -14.9 | 8.5 | -1.5 | -1.0 | -6.3 | CN(C)CCNC(=O)C1(C)Cc2c(-c3cccc(C(F)(F)F)c3)ccnc2O1 (stereo not drawn) | 1.4
19 | 5.4 | -4.4 | 2.6 | -4.4 | 9.7 | 2.9 | 0.9 | -1.4 | CC(Sc1nnc2ccccn12)C(N)=O (stereo not drawn) | 1.2
20 | -5.0 | -0.9 | 3.0 | -14.6 | 8.5 | -0.9 | -0.6 | -0.7 | CC(=O)c1ccc(OCCOc2ccc(C#N)cc2)cc1 | -1.1
21 | -3.6 | -3.8 | -0.4 | 16.0 | -9.5 | -2.7 | 4.5 | -7.9 | Cc1ccc(C(=O)Cc2ccccc2)c(O)c1 | 2.6
22 | 1.3 | -2.4 | 0.0 | -8.8 | 7.1 | -0.3 | -0.6 | 0.7 | CCCCn1c(N)c(N(CC)C(=O)C2COc3ccccc3O2)c(=O)[nH]c1=O (stereo not drawn) | -1.6
23 | -2.7 | 0.2 | 1.3 | -25.8 | 7.5 | -0.7 | 13.8 | 6.3 | Cc1csc(SCC(=O)c2c(N)n(C)c(=O)n(C)c2=O)n1 | 1.4
24 | 0.9 | -4.6 | 2.4 | 6.5 | -7.2 | -4.3 | 9.1 | -6.5 | Cc1ccc(C(=O)Nc2cc(-c3ccn[nH]3)c(C)n(N)c2=O)cc1 | 5.4
25 | -16.8 | -3.2 | 0.2 | -6.1 | 4.2 | -0.8 | 2.2 | -3.8 | NNC(=O)CN(CCc1ccccc1)S(=O)(=O)c1ccc(Cl)cc1 | -0.7
26 | 8.7 | -2.7 | 13.8 | 9.3 | -3.0 | 0.1 | 3.0 | -1.1 | COc1ccc(S(=O)(=O)N2CCN(CCOc3ccc(Br)cc3)CC2)cc1OC | -11.4
27 | -11.3 | -1.4 | 2.5 | -3.6 | -0.7 | 0.8 | 4.4 | -6.3 | CC(C)(C)C(=O)Nc1ccc(N2CCN(S(C)(=O)=O)CC2)cc1 | 15.3
28 | 7.6 | -1.4 | 0.8 | -9.6 | 10.5 | -1.2 | 1.3 | -3.0 | CCC(=O)N(c1ccc(C(=O)O)cc1)c1nc(-c2ccc(OC)cc2)c(C)s1 | -2.6
29 | 12.7 | -1.4 | 6.3 | 0.7 | 3.1 | -1.5 | 0.7 | -5.5 | O=C(CN1C(=O)c2ccccc2S1(=O)=O)NCCSCc1ccccc1Cl | 2.2
30 | 6.4 | -1.6 | 2.8 | -6.5 | 8.6 | -1.6 | 22.6 | -5.2 | CC1CCCCC1NC(=O)NC(=O)COC(=O)c1cncc(Br)c1 (stereo not drawn) | -9.2
31 | 9.8 | -0.1 | 1.4 | -9.6 | 5.5 | -3.7 | 2.5 | -1.5 | CC(=O)Nc1ccc(S(=O)(=O)N(C)CC(=O)OC(C)C(=O)NC2CCCC2)cc1 (stereo not drawn) | -8.7
32 | 3.9 | -3.6 | 1.3 | 4.2 | 1.9 | -0.8 | 1.6 | -4.8 | COc1ccc(N2CCN(C(=O)c3cccc4nc(C)oc34)CC2)cc1 | 2.2
33 | 5.6 | 1.3 | -1.1 | -2.3 | 9.9 | 2.8 | 25.6 | -1.6 | COc1cccc(-c2nnc(NC(=O)c3ccc(Cl)s3)o2)c1 | 0.1
34 | 0.5 | -8.0 | 0.8 | -1.5 | 5.1 | -1.2 | 0.4 | -7.7 | COc1cc2c(cc1OC)C(C)=NCC2 | -0.5
35 | 10.8 | 4.0 | 14.5 | 3.6 | -2.1 | 6.7 | 7.6 | -14.7 | CC(C)(C)c1ccc(OCCC(=O)Nc2cccc(S(=O)(=O)NC3=NCCCCC3)c2)cc1 | -12.0
36 | -7.1 | -6.5 | 1.0 | 0.0 | 5.2 | 0.3 | 5.7 | 3.9 | Cc1cc(C)c(NC(=S)NC(=O)c2ccc(-c3ccccc3)cc2)c(C)c1 | 0.8
37 | 3.0 | 5.0 | 0.2 | 2.8 | 6.4 | -1.8 | -0.6 | -3.9 | CC(C)CN(C(=O)COC(=O)CCC(=O)c1ccc(F)cc1)c1c(N)n(Cc2ccccc2)c(=O)[nH]c1=O | 2.3
38 | -3.6 | -3.8 | 8.0 | 1.8 | 1.7 | 5.1 | 10.0 | 7.7 | CN(C)S(=O)(=O)c1ccc(S(=O)(=O)Nc2ccc3c(c2)oc2ccccc23)cc1 | 4.8
39 | 5.7 | 0.5 | 2.1 | -3.3 | 3.3 | -0.1 | 5.3 | 4.8 | Cc1ccc(NC(=O)COC(=O)CCc2c[nH]c3ccccc23)c(C)c1 | -5.3
40 | -10.1 | -0.7 | 1.8 | -9.2 | 0.5 | 1.3 | 10.9 | -14.9 | CCOC(=O)C1(Cc2cccc(Cl)c2)CCCN(C(=O)CCOC)C1 (stereo not drawn) | 6.0
41 | 9.4 | -2.1 | 0.3 | -1.0 | -1.9 | -11.4 | -0.9 | 10.2 | OC1(c2cccc(F)c2)CCN(Cc2ccncc2)CC1 | -10.2
42 | 1.1 | -3.7 | 9.2 | -13.5 | 7.9 | -0.3 | 3.4 | -16.9 | COc1cc2c(cc1OC)C(COc1ccccc1OC)N(C(=O)c1ccco1)CC2 (stereo not drawn) | -3.6
43 | -7.2 | -1.0 | 0.8 | 0.8 | 4.5 | 1.8 | 0.6 | -2.9 | CC1(C)C(=O)NCCN1C(=O)CCCC(=O)O | 2.5
44 | 8.7 | -9.9 | 1.1 | 2.4 | -3.5 | -0.4 | 6.2 | -5.8 | CCOC(=O)N1CCC(NC(=O)c2cc(C(=O)NC3CCN(Cc4ccccc4)CC3)ccc2CO)CC1 | -6.8
45 | 11.7 | -2.1 | 0.3 | 1.3 | 0.6 | -3.2 | -2.9 | -3.3 | CCOc1ccc(C(=O)N(c2ccccn2)C2CCCCC2)cc1 | 0.0
46 | 13.1 | 0.2 | 4.1 | -0.5 | -1.0 | 0.1 | · | 5.9 | Cn1ncc(Br)c1NC(=O)Nc1ccc(Cl)cc1 | -6.3

One compound at a time, as listed above:
Profile of CCCCn1c(N)c(N(CC(C)C)C(=O)C2CCN(S(=O)(=O)c3ccc(Cl)cc3)CC2)c(=O)[nH]c1=O = M5 antag: 1.0; M1 ag: -1.3; CHRM4 agonist: 1.4; M1 antag: -0.4; M1 PAM: 5.2; M5 ag: 0.8; TAAR1 agonist: -0.1; M4 antag: -10.6; M5 PAM: 2.2
Profile of CN(C)CCNC(=O)C1(C)Cc2c(-c3cccc(C(F)(F)F)c3)ccnc2O1 (stereo not drawn) = M5 antag: 9.7; M1 ag: -8.2; CHRM4 agonist: -0.3; M1 antag: -14.9; M1 PAM: 8.5; M5 ag: -1.5; TAAR1 agonist: -1.0; M4 antag: -6.3; M5 PAM: 1.4
